Assay outcomes: PubChem BioAssay, ICCB-Longwood Screening Facility, Harvard Medical School
Polio RdRp inh: poliovirus RdRp elongation inhibitors, primary screen, biochemical, fluorescence polarization, total intensity; 0.66% of 150,000 active; poliovirus polymerase elongation; hits give low values; AID 588519, 2011; Genome polyprotein (Poliovirus type 1 (strain Mahoney)), P03300; % elongation, % (compound at 16.7 µg/mL); in the data active means % elongation below about 90%; further: some results filed as inactive read as strong as hits
Target sequence (P03300 1749-2209 limits assumed): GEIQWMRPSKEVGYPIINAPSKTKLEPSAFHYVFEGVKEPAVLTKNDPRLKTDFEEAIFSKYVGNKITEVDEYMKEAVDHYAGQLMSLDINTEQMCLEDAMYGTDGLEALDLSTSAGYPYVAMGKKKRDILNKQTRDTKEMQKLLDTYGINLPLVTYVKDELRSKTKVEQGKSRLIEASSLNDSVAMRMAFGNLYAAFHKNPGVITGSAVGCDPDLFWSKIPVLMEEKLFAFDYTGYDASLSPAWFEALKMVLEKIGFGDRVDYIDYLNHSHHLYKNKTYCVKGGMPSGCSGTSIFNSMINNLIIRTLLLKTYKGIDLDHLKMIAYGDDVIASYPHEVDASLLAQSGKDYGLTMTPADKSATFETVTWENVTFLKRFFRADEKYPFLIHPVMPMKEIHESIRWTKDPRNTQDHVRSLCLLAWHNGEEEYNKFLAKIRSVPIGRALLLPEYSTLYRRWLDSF
Polio RdRp inh FP z-score: also measured in Polio RdRp inh; calls as there; z-score; measured here: FP z-score; hits read low
An asterisk follows results filed as active. The list is partial (hit frequency here may not be typical).

mol	Polio RdRp inh	Polio RdRp inh FP z-score
Cc1nn(-c2ccccc2)c(C)c1C1NCCNC1=O (stereo not drawn)	99	-0.7
COc1ccc(C2CCCCCN2)cc1 (stereo not drawn)	103	0
CCOc1ccc(NC(=O)CSc2nc3c(oc4ccccc43)c(=O)n2-c2ccccc2C)cc1	103	-0.4
Nc1nnnn1CC(=O)OCC(=O)Nc1ccccc1	102	0
CCOC(=O)c1cc(C)sc1/N=C/C1C(=O)CCCC1=O	104	0.5
O=c1sc2ccccc2n1Cc1ccccc1	106	0.4
c1ccc2c(c1)c1ccccc1n2CN1CCOCC1	103	0.3
COc1ccc(CNC(=O)CN2C(=O)COc3ccc(S(=O)(=O)NC4CCCC4)cc32)cc1	100	-1.3
NC(=S)N/N=C(/C(=O)c1ccccn1)c1ccccn1	74*	-3*
Cc1cc(N2CCN(C)CC2)ccc1NC(=O)c1ccc(S(=O)(=O)Nc2ccccc2F)cc1	101	-0.1
CN1CCN(c2ncc3c(n2)CCN(Cc2ccc(Br)s2)C3)CC1	111	0.8
CCc1ccccc1NC(=O)Cn1ncc2c(=O)oc3ccccc3c21	105	1.7
CN(c1ccccc1)S(=O)(=O)c1ccc(C(=O)Nc2nccs2)cc1	103	0.2
COc1ccc(S(=O)(=O)NCc2cccn2Cc2cccc(C)c2)cc1	108	0.3
COc1ccccc1C(=O)N1CCC(c2noc(-c3ccc(S(=O)(=O)N4CCCC4)cc3)n2)CC1	104	-0.5
O=C(CCCN1C(=O)NC2(CCCC2)C1=O)Nc1ccc2c(c1)OCCCO2	101	0.1
O=C(c1cccs1)N1CCCc2cc(NS(=O)(=O)c3ccc(Br)cc3)ccc21	109	0.5
Cc1c(S(=O)(=O)c2ccc(Cl)cc2)csc1C(=O)N(c1ccccc1)S(C)=O (stereo not drawn)	109	1.2
Cc1onc(-c2c(Cl)cccc2Cl)c1NC(=O)N(C)N	100	-0.3
Cc1ccc(NC(=O)n2ncc3c(C)cccc32)c(C)c1	112	1.1
CNc1nnc(-c2ccccc2)c2ccccc12	101	0
CS(=O)(=O)Nc1nc2ccc(Cl)cc2s1	100	0.2
CCOc1ccc(C(=O)OCC(=O)NC2CCCCC2C)cc1 (stereo not drawn)	103	0.4
COc1ccc(CCNc2nc(N3CCCC3)nc(N3CCCC3)n2)cc1OC	101	0.2
CC(C)(C)c1nnc(-c2ccc(Oc3cc(Cl)cc(Cl)c3)o2)o1	101	-0.7
CC1O[C@H](O[C@]2(O[C@H]3CC[C@@]4(C)C(=CC[C@H]5[C@@H]6C[C@H]7[C@H]([C@H](C)[C@H]8CC[C@H](C)CN87)[C@@]6(C)CC[C@@H]54)C3)C[C@@H](O[C@@H]3OC(CO)[C@@H](O)[C@@H](O)C3O)[C@@H](O)C(CO)O2)C(O)[C@@H](O)[C@H]1O (stereo partly drawn)	103	0.3
Cc1ccccc1NC(=O)CSc1nc2scc(C)c2c(=O)[nH]1	102	0.1
Clc1ccc(-c2noc3ncnc(NCCN4CCOCC4)c23)cc1	99	-0.8
O=C(OC1CCCCC1=O)c1cc(=O)c2ccccc2o1 (stereo not drawn)	101	-0.1
Nc1ccc(OC(F)(F)F)cc1	108	0.5
Cc1cccc(NC(=O)C2CCN(S(=O)(=O)c3c(C)noc3/C=C/c3ccco3)CC2)c1C	107	0.4
Cc1ccc(C(=O)Nc2nccs2)cc1I	100	-0.3
CN(C)c1nc(C(N)=O)nc(N2CCOCC2)n1	102	0.7
CCOC(=O)c1ccc(N2C(=O)C(Oc3ccccc3)C2c2ccc(OCC)cc2)cc1 (stereo not drawn)	106	0.3
CCOC(=O)n1c(=S)oc2ccccc21	100	-0.3
O=C(Cc1ccccc1)NC1CCN(C(=O)c2ccco2)CC1	100	-0.6
COCCN1C(=O)CC(Sc2ncccc2C(=O)O)C1=O (stereo not drawn)	99	-1.1
Cc1cc(C)cc(NC(=O)COc2ccccc2C)c1	100	-0.5
CCOc1cc(S(=O)(=O)NCCc2c(C)[nH]c3ccc(C)cc23)ccc1Br	105	0.2
CC(=O)c1c(C)oc2c(Br)cc(NS(=O)(=O)c3ccc(Br)cc3)cc12	106	0.3
CC(C)(Oc1ccc(Cl)cc1)C(=O)N1CCC2(CC1)NC(=O)c1ccccc1O2	104	0.9
Clc1ccc(OCOc2ccc(Cl)cc2)cc1	108	0.4
O=C1CN(C(=O)CC2CCCCC2)C(c2ccccc2)c2cc(Br)ccc2N1 (stereo not drawn)	103	0.1
CCC(Cc1ccccc1)NC(=O)Cn1nc(C)n2c(cc3occc32)c1=O (stereo not drawn)	100	-0.9
CCCn1c(SCC(=O)N(C(C)C)C(C)C)nnc1-c1cccnc1	103	0.4
CCN1CCN(C(=S)NC)CC1	104	0.6
O=c1ssc(=NCc2ccccc2)n1Cc1ccccc1	93	-1.3
FC(F)(F)c1ccc(-c2nnc(SCc3ccncc3)n2Cc2ccco2)cc1	108	0.7
COc1ccc(NC(=O)CCn2cccn2)cc1OC	106	0.6
NC(=O)c1sc2nc(-c3ccccc3)ccc2c1N	113	1
CSc1cccc(NC(=O)CSc2nc(C)cs2)c1	105	0.3
CCc1ccc(S(=O)(=O)c2cn(C)c3cc(N4CCC(C)CC4)c(F)cc3c2=O)cc1	109	0.3
CNC(=O)NC(=O)C(Sc1nnnn1C)c1ccccc1 (stereo not drawn)	106	0.4
Cn1c(-c2ccccc2)c(C(=O)COC(=O)c2ccc(-n3cnnn3)cc2)c2ccccc21	100	-0.4
O=C(O)c1c(CNCCc2c[nH]c3ccccc23)c2ccccc2n1Cc1ccccc1	105	1.5
O=C(NCc1ccsc1)c1ccc2c(c1)OCCCO2	106	0.3
O=C(/C=C/c1cccs1)Nc1ccc(-c2nnc3n2CCCCC3)cc1	102	0.3
COc1ccc(-c2csc(NC(=O)CN3CCCC3c3cccs3)n2)cc1 (stereo not drawn)	101	-0.3
CN(C)CCN=CC1=C(O)CC(C)(C)CC1=O	100	0
Cc1cc(SCC(=O)N(C)C)n2c(nc3ccccc32)c1C#N	105	0.5

Rewritten as labelled records: part of the list above.
O=C(/C=C/c1cccs1)Nc1ccc(-c2nnc3n2CCCCC3)cc1
  Polio RdRp inh: 102
  Polio RdRp inh FP z-score: 0.3

COc1ccc(-c2csc(NC(=O)CN3CCCC3c3cccs3)n2)cc1 (stereo not drawn)
  Polio RdRp inh: 101
  Polio RdRp inh FP z-score: -0.3

CN(C)CCN=CC1=C(O)CC(C)(C)CC1=O
  Polio RdRp inh: 100
  Polio RdRp inh FP z-score: 0

Cc1cc(SCC(=O)N(C)C)n2c(nc3ccccc32)c1C#N
  Polio RdRp inh: 105
  Polio RdRp inh FP z-score: 0.5

Continued.
mol	Polio RdRp inh	Polio RdRp inh FP z-score
COc1ccc(N(CC(=O)N2CCN(c3ccc(F)cc3)CC2)S(=O)(=O)c2c(C)noc2C)cc1	111	1.2
O=C(COCc1cc(-c2ccco2)on1)NCc1ccccc1	101	-0.3
Cc1cc(C)nc(NS(=O)(=O)c2ccc(N3C(=O)c4ccc(C(=O)O)cc4C3=O)cc2)n1	100	-0.4
CCOC(=O)c1cc(-c2ccccc2)n(CC(=O)NC(C)c2ccccc2)c1C (stereo not drawn)	104	0
Fc1ccc(C(c2nnc(-c3ccccc3)o2)N2CCc3ccccc32)cc1 (stereo not drawn)	103	0.8
CC(=O)Nc1nc(SCc2ccccc2Cl)n[nH]1	101	0
Cc1ccc2oc(=O)c(-c3nc4ccc(C)cc4[nH]3)cc2c1	109	0.5
O=C(Nc1ccccc1)C1CCN(S(=O)(=O)c2ccc3[nH]c4c(c3c2)CCCCC4)CC1	103	-0.9
CC(=O)Nc1ccc(S(=O)(=O)NC2CCCC2)cc1	105	0.2
O=S(=O)(Nc1ccccc1OC(F)F)c1ccc2nnn(O)c2c1	104	0.2
CCN1C(=O)C2C(c3cccs3)NC(C)(C(=O)OC)C2C1=O (stereo not drawn)	102	-0.2
CCOc1ccc(NC(=O)CSc2nnc3scc(-c4ccc(Cl)cc4)n23)cc1	108	1
O=C(Oc1ccccc1)c1cc2cc(Br)ccc2oc1=O	102	0
O=C(NCCc1ccccc1)C1CC(=O)N(c2ccc(F)c(Cl)c2)C1 (stereo not drawn)	99	-1.8
CC(C)Oc1ccc(CNS(=O)(=O)c2ccc(-c3cc(C(F)(F)F)on3)s2)cc1	110	0.7
CN(Cc1nc(-c2ccccc2)no1)C(=O)C12CC3CC(CC(C3)C1)C2	101	-0.1
O=C(O)/C=C/c1ccc(I)o1	102	0.1
CSc1nccc2ccccc12	100	-0.4
Cc1cccc(C(=O)NCC(=O)OCc2ccc(F)cc2)c1	103	1.1
CC(C)(C)SCC(=O)Nc1cc(S(C)(=O)=O)ccc1Cl	101	-0.2
O=c1oc2ccccc2cc1-c1cn2cc(Cc3ccccc3Cl)sc2n1	100	-0.6
Cc1nc(Cl)c(C(=O)N(C)c2ccccc2)c(C)c1Cl	107	0.3
NCCSCc1ccco1	101	0.3
COc1cc(Br)cc2cc(-c3nc(-c4nonc4N)no3)c(=O)oc12	104	0.9
Cc1ccc(S(=O)(=O)c2nnn3c2nc(NCc2cccs2)c2sccc23)cc1C	109	0.4
CC(C)Oc1ccc(-c2nn(-c3ccccc3)cc2/C=C(\C#N)S(=O)(=O)c2ccccc2)cc1	98	-0.3
CCCCNC(=O)c1c(C)oc2ncn(CC(C)C)c(=O)c12	104	-0.4
CCCCN1CCc2c([nH]c3c(C)cccc23)C1=O	103	0.6
Cc1c(C=C2C(=O)c3ccccc3C2=O)cc(C#N)n1C	102	0
COc1ccc(-c2cc(C(=O)NCCN3CCCCCC3)[nH]n2)cc1	102	-0.4
COc1ccccc1C(=O)CSc1ccccn1	101	-0.3
COc1ccc(OCCn2cnc3ccccc32)cc1	100	-0.5
CC(C)c1ccc(NC(=O)C2CCCN2S(=O)(=O)c2ccc3nc(-c4ccccc4)[nH]c3c2)cc1 (stereo not drawn)	106	-0.1
COc1ccc(NC(=O)c2sc3nc(C)nc(N(C)c4ccc(C(C)C)cc4)c3c2C)c(OC)c1	99	-1
CC(C)OC12Oc3ccccc3C=C1N1CCC2CC1 (stereo not drawn)	101	-0.1
Cc1ccc(-c2cc(C(F)(F)F)n3nc(C(=O)Nc4sc5c(c4C#N)CCC(C)C5)cc3n2)cc1 (stereo not drawn)	108	1
COc1ccc(CCNC(=O)c2ccc3c(=O)n(CC4CCCO4)c(=S)[nH]c3c2)cc1OC (stereo not drawn)	101	-0.2
Cc1cc(NC(=O)c2ccccc2F)cc(C)c1OCC(=O)N1CCOCC1	102	0.2
CC1Cc2ccccc2N1CC(=O)Nc1ccccc1Cl (stereo not drawn)	105	0.1
CCc1ccc(-c2nn(Cc3ccccc3)cc2CN2CCN(CC(=O)N3CCOCC3)CC2)cc1	97	-0.8

One compound at a time, from the list above. Values in the order: Polio RdRp inh | Polio RdRp inh FP z-score
Record of COc1ccc(NC(=O)c2sc3nc(C)nc(N(C)c4ccc(C(C)C)cc4)c3c2C)c(OC)c1 : 99 | -1
Record of COc1ccc(CCNC(=O)c2ccc3c(=O)n(CC4CCCO4)c(=S)[nH]c3c2)cc1OC (stereo not drawn) : 101 | -0.2
Record of Cc1nc(Cl)c(C(=O)N(C)c2ccccc2)c(C)c1Cl : 107 | 0.3

Continuation.
mol	Polio RdRp inh	Polio RdRp inh FP z-score
Cc1ccc(/C=C2\C(=O)N(c3ccccc3C)C(=O)c3ccccc32)o1	102	-0.2
Cc1ccccc1NC(=O)Cn1nnc(C(=O)NCc2ccco2)c1N	113	1.3
CCCCN(CC)CCCNC(=O)c1sc2nc(C)cc(C)c2c1-n1cccc1	101	-1.4
Clc1ccc(Nc2ncnc3c2cnn3-c2ccccc2)cc1	105	0.8
COC(=O)c1ccc(-c2nc3ccccc3[nH]2)cc1	91	-1.3
COc1ccc(-c2nc3ccc(NS(C)(=O)=O)cc3o2)cc1	108	0.1
C=CCNC(=O)c1cc2c(=O)n3ccccc3nc2s1	103	0.1
COc1cc(-c2nnc(SCc3cc(=O)oc4ccc5ccccc5c34)o2)cc(OC)c1OC	102	-0.1
CNS(=O)(=O)c1ccc2oc3ccc(S(=O)(=O)NC)cc3c2c1	104	0.6
COc1ccc(NC(=O)Cn2c(=O)n(Cc3nc(-c4ccccc4)no3)c(=O)c3cc4c(cc32)OCO4)cc1Cl	112	0.8
CCC(C)/C(=N\O)c1ccccc1 (stereo not drawn)	100	-0.4
CC(C)(C)c1cc(CCC(=O)NN)cc(C(C)(C)C)c1O	102	0
COc1cccc(/C=C2/SC(=O)N(C)C2=O)c1O	101	0

Retrieved by compound from the entries so far:
mol	Polio RdRp inh	Polio RdRp inh FP z-score
COc1cccc(/C=C2/SC(=O)N(C)C2=O)c1O	101	0
COc1ccc(-c2nc3ccc(NS(C)(=O)=O)cc3o2)cc1	108	0.1
